# Screening data: PubChem BioAssay, The Scripps Research Institute Molecular Screening Center
# EBNA-1 inh: blocks EBNA-1 binding to DNA; 300,000 compounds, 0.34% hits; EBNA-1 DNA binding, fluorescence polarization; inhibition, % at 14.8 µM; in the data active = inhibition above about 28%
# LYPLA1 counter: blocks human lysophospholipase 1, a PME1 counter-screen; recombinant LYPLA1, FP-Rh probe fluorescence polarization; inhibition, % at 5.9 µM; 320,000 compounds, 0.16% hits; AID 2174;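 active = inhibition above the mean of all tested compounds plus 3 SD, set per campaign, cut at about 14% in these data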;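 note: inhibitors block serine hydrolase probe labeling of LYPLA1 so polarization falls; 0% = enzyme with DMSO and 100% = wells lacking LYPLA1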
# PAFAH1B2 FP inh: PAFAH1B2 (human) inhibition; P68402; recombinant PAFAH1B2, FP-rhodamine activity probe, fluorescence polarization; inhibition, % at 3.39 µM; 340,000 compounds, 1.2% hits; AID 492953;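 active = inhibition above the mean of all tested compounds plus 3 SD, cut at about 24% in these data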;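 note: 0% = enzyme with DMSO and 100% = wells lacking PAFAH1B2; many of its hits are not listed in these tables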
# Target sequence (P68402 whole entry, looked up): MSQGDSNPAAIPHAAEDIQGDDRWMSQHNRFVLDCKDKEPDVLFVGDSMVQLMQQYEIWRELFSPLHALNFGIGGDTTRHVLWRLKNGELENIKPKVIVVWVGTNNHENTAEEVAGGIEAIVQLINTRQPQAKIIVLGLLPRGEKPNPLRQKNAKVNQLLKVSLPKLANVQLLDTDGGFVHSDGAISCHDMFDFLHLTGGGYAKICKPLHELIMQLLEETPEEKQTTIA
# PAFAH2 inh: PAFAH2 (human) inhibition; recombinant PAFAH2, FP-rhodamine activity probe, fluorescence polarization; inhibition, % at 3.39 µM; 340,000 compounds, 0.99% hits; AID 492956;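 active = inhibition above the mean over all tested compounds plus 3 SD, cut at about 30% in these data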;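 note: inhibitors block probe labeling of enzyme so polarization drops; 0% = enzyme with DMSO and 100% = wells lacking PAFAH2 protein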
# LYPLA2 counter: LYPLA2 (human) inhibition in PME1 counter-screen | O95372 | recombinant LYPLA2, FP-Rh probe fluorescence polarization | inhibition, % at 5.9 µM | 320,000 compounds, 0.38% hits | AID 2177;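 active = inhibition above the screen-wide mean plus 3 SD, limit set per campaign, cut at about 26% in these data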;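 note: 0% = LYPLA2 with DMSO and 100% = wells lacking LYPLA2 enzyme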
# PREPL inhibitor: human PREPL enzyme inhibition. inhibition, % at 5.96 µM. AID 2751. Q4J6C6. recombinant PREPL, fluorescence polarization activity-based probe. 320,000 compounds, 0.68% hits; in the data active = inhibition above about 43%;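 note: 0% = enzyme with DMSO and 100% = wells lacking enzyme; many of its hits are not listed in these tables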
# Target sequence (Q4J6C6 whole entry, looked up): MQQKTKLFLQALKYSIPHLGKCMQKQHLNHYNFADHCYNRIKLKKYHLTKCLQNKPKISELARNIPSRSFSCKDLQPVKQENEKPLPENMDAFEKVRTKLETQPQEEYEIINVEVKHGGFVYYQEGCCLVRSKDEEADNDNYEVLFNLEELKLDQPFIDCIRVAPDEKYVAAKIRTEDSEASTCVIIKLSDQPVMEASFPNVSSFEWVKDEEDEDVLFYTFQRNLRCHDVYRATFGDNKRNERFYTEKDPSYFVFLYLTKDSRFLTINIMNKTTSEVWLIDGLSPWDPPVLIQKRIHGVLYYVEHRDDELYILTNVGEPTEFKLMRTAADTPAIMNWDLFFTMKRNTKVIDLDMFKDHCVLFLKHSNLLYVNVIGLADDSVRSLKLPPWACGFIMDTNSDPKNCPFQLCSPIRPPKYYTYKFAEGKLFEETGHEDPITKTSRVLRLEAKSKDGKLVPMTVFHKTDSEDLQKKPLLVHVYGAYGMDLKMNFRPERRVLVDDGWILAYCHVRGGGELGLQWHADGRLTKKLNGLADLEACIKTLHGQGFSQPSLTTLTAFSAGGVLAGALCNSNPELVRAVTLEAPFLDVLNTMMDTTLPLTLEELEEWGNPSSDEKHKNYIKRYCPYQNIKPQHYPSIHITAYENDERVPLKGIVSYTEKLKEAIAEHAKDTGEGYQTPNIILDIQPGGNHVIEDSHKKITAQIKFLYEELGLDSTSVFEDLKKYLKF
# ZTA DNA inh: blocks Epstein-Barr virus ZTA, an EBNA-1 counter-screen; ZTA-DNA binding, fluorescence polarization; inhibition, % at 11 µM; 320,000 compounds, 0.15% hits; in the data active = inhibition above about 33%
# pPAFAH inh: pPAFAH (human) enzyme inhibition. Q13093. recombinant pPAFAH, FP-rhodamine probe fluorescence polarization. inhibition, % at 3.39 µM. 330,000 compounds, 1.5% hits. AID 463082;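 active = inhibition above the mean inhibition across the screen plus 3 SD, cut at about 25% in these data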;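 note: inhibitors block binding of the rhodamine activity-based probe so polarization drops; 0% = enzyme with DMSO and 100% = wells lacking pPAFAH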
# PAFAH1B3 FP inh: blocks human PAF acetylhydrolase 1B catalytic subunit 3 | Q15102 | recombinant PAFAH1B3, FP-rhodamine probe, fluorescence polarization | inhibition, % at 3.39 µM | 340,000 compounds, 0.28% hits;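 active = inhibition above the screen-wide average of all tested compounds plus 3 SD, cut at about 25% in these data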;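 note: 0% = enzyme with DMSO only and 100% = wells lacking PAFAH1B3 protein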
# * hit, by the source's call; . = not tested or not shown. An excerpt (hit frequency here may not be typical).
structure	EBNA-1 inh	LYPLA1 counter	PAFAH1B2 FP inh	PAFAH2 inh	LYPLA2 counter	PREPL inhibitor	ZTA DNA inh	pPAFAH inh	PAFAH1B3 FP inh
CCOC(=O)C(C)Sc1ncc(OC)c(Sc2ccc(Cl)cc2)n1 (stereo unspecified)	4	2	4	0	-8	4	-9	7	5
OCCN(CCO)CC(O)COCCC12CC3CC(CC(C3)C1)C2 (stereo unspecified)	-9	2	15	4	-1	13	-3	3	2
O=C1CC(N2CCC(O)CC2)C(=O)N1c1ccc(Br)cc1 (stereo unspecified)	-8	3	-1	-2	2	-1	1	4	1
COc1ccc(OC)c2sc(NNC(=O)COc3ccccc3)nc12	-2	-8	7	5	-7	9	-5	3	5
Cc1ccccc1CNC(=O)CCCC(=O)n1nc(C)c2ccccc21	-2	3	-2	3	1	-13	5	4	7
O=[N+]([O-])c1ccccc1OCCCN1CCOCC1	1	-1	2	10	-7	4	-2	6	11
COC(=O)C(CC(=O)c1ccc(C)cc1)n1nc(C)cc1C (stereo unspecified)	4	-1	2	-1	1	-2	1	2	8
CN(Cc1ccccc1)C(=O)NC1CCCCC1	-6	0	5	2	-1	19	-2	-1	5
CN(Cc1ccccc1)Cc1nc2c([nH]1)c(=O)n(C)c(=O)n2C	-6	2	4	-13	4	-1	4	7	3
O=C(Cc1ccccc1F)Nc1nc2ccccc2[nH]1	0	-5	6	-3	-3	7	16	-3	12
Cc1ccc(-n2nc3c(N4CCC(C(=O)NCc5cccc(F)c5)CC4)nnc(C)c3c2C)cc1	-3	0	1	-2	5	40	9	10	0
Cc1c(C(=O)N2CC3(CC(c4cccc(NC(=O)[C@H]5CCC(=O)N5)c4)=NO3)C[C@@H]2C(N)=O)cc([N+](=O)[O-])cc1[N+](=O)[O-] (stereo partly specified)	-2	1	1	8	3	-1	-6	5	8
COC(=O)c1ccc(CNC(=O)COC(=O)c2cc(Cl)nc(Cl)c2)cc1	-4	1	0	2	2	9	-14	3	-3
C=CCN(C(=O)CNS(=O)(=O)c1ccccc1)C(C(=O)NCCOC)c1ccncc1 (stereo unspecified)	7	1	7	-16	8	1	-6	1	6
CC(NC(=O)c1ccc2c(c1)OCO2)C(c1cccs1)N1CCOCC1 (stereo unspecified)	4	-1	-4	0	-1	2	7	2	3
O=C(Cc1coc2cc3c(cc12)CCC3)NCC1(N2CCCCC2)CCCCC1	12	-4	-6	-2	-4	46*	-8	0	0
CC(=O)Nc1c(C(=O)O)oc2ccccc12	-4	-3	3	17	9	14	-10	6	5
NC(=S)N/N=C/c1ccc(-c2cc(Cl)cc(Cl)c2)o1	-7	-2	4	5	1	4	2	24	10
Cc1onc(-c2ccccc2)c1C(=O)N/N=C/c1c[nH]c2ccccc12	-11	1	2	0	2	0	-12	3	6
CCC(=O)N(c1ccc(F)cc1)C1C=CS(=O)(=O)C1 (stereo unspecified)	3	4	4	-2	3	15	-10	-4	-2
CC(CCCC(C)(C)O)NC(=O)c1ccc(OC2CCN(C(=O)C3CC3)CC2)cc1 (stereo unspecified)	-1	3	2	11	0	-3	-2	0	8
CCC(CC)NC(=O)c1oc2ccccc2c1COc1ccccc1	-3	-6	1	4	-8	-2	10	-6	15
Cc1ccc(CN2CCN(Cc3ccc4ncccc4c3)CC2CCO)cc1 (stereo unspecified)	-4	1	2	-2	0	0	-12	6	3
COc1cc2c(cc1OC)-c1cc3ccc(OC)c(OC)c3c[n+]1CC2	-3	-1	-5	2	-3	10	4	-1	-3
CC(C)NC(=O)NC(=O)CSc1ncccn1	-3	-1	4	-1	-5	4	-3	-3	6
COc1ccc(NC(=O)CSC2=C(C#N)C(c3ccco3)C3=C(CCCC3=O)N2)c(OC)c1 (stereo unspecified)	-2	1	-1	1	1	10	-3	0	5
Nc1nonc1-n1nnc(C(=O)N/N=C/c2ccc(Br)cc2)c1CN1CCOCC1	1	0	2	-1	1	12	8	2	7
COc1cc(/C=N/NC(=O)c2c(-c3ccccc3)noc2C)cc(OC)c1OC	0	-1	-5	-2	1	1	-8	6	-1
Cn1c(=O)n(Cc2ccccc2)c(=O)c2c1nc1n2CCCN1C1CCCCC1	1	3	2	3	0	3	10	0	6
Cc1ccccc1OCC(=O)NCCNC(=O)c1ccccn1	-2	-1	5	-1	1	13	6	-1	5
Cn1cccc1/C=C(/C#N)C(N)=S	-4	2	2	0	-1	-6	14	-6	8
c1ccc(-c2ccc(C3CCCN3)cc2)cc1 (stereo unspecified)	5	-2	0	-2	-8	-10	6	6	8
c1ccc(N(c2ccccc2)c2nc(N3CCCC3)nc(-n3ccnc3)n2)cc1	-5	-3	0	-1	-5	3	5	5	-1
CCCn1nc(C(=O)OCc2nc(N)nc(Nc3ccccc3C)n2)c2ccccc2c1=O	.	0	1	2	1	5	-9	-2	0
CN1CCN(C(=O)CCN2C(=O)/C(=C/c3cccc(Br)c3)SC2=S)CC1	-9	-10	6	3	-12	-10	-20	-31	7
CS(=O)(=O)c1ccc2nc(NC(=O)Nc3ccccc3F)sc2c1	10	-4	0	-15	3	11	-8	-4	-1
Cc1cccc(NC(=O)c2cc(S(=O)(=O)N3CCCCC3)c[nH]2)c1C	2	-1	13	4	0	-4	17	-5	1
Cc1ccoc1C(=O)N1CCN(C(=O)c2occc2C)CC1	-7	-2	4	-6	2	10	10	-2	8
Cc1ccccc1COC(=O)CN1C(=O)NC2(CCCC2)C1=O	5	2	3	-5	0	1	3	1	4
Cc1nc2ccc(NC(=O)NCCO)cc2s1	-11	1	-1	3	2	4	-3	2	6
COc1ccccc1CC(=O)NN1C(=O)c2ccccc2C1=O	-4	-5	-4	4	-9	6	11	-4	4
CCN(CC)CC(=O)Nc1sc(C)c(C)c1C(=O)c1ccc(C)cc1	5	-1	2	-4	-2	-4	4	6	1
COc1ccccc1N1CCN(C(=O)c2ccc(-c3nc4ccccc4s3)o2)CC1	.	-3	-2	4	3	-1	0	6	15
CCn1c(SCc2ccccc2)nnc1-c1ccc(S(=O)(=O)N2CCCCC2)cc1	-4	6	-5	-8	9	18	-11	10	10
COc1ccc(CCNS(=O)(=O)c2ccc(Br)s2)cc1	4	0	23	5	5	-22	13	16	-2
CCC(C)c1ccc(NC(=O)C2CC3CCC2C3)cc1 (stereo unspecified)	9	-5	3	2	-5	0	3	0	-3
CC(=O)c1ccc(NC(=O)CCNS(=O)(=O)c2ccccc2F)cc1	-5	-3	-2	0	-7	-8	-5	1	1
CCCCC1CC(CSC(=N)N)OC1=O (stereo unspecified)	-3	4	4	-9	8	-1	-3	3	5
COc1cccc(NC(=O)CN2C(=O)C3(OCCCO3)c3ccccc32)c1	4	0	2	-5	-3	4	1	6	-2
Cc1ncc(CN2CCN(CCC(C)C)C(CCO)C2)s1 (stereo unspecified)	4	-3	0	2	-2	-3	17	-1	8

# The results go on.
structure	EBNA-1 inh	LYPLA1 counter	PAFAH1B2 FP inh	PAFAH2 inh	LYPLA2 counter	PREPL inhibitor	ZTA DNA inh	pPAFAH inh	PAFAH1B3 FP inh
O=C(Cn1c(=O)sc2ccccc21)Nc1ccc(O)cc1	-21	-2	4	31*	1	-2	11	-5	10
CCOC(=O)c1cc(-c2ccccc2)n(CCC(=O)N2CCN(c3ccccn3)CC2)c1C	-3	-2	3	0	-8	38	-9	17	0
O=C(COC(=O)c1cccc(O)c1)c1ccccc1	-3	-1	4	10	0	-5	-1	4	5
CCOC(=O)c1ccc(OCC(=O)c2ccc(O)cc2O)cc1	-1	-2	-2	-4	-1	0	-13	1	5
CCCCN(C)CCN1C(=O)C2C(C(=O)Nc3ccc(C)cc3)C3C=CC2(O3)C1C(=O)NC1CCCCC1 (stereo unspecified)	-19	-3	3	-5	-3	22	-4	-2	3
CC1=C(C(=O)OCc2ccccc2)C(c2ccc(C(C)(C)C)cc2)NC(=O)N1CCCCCC(=O)O (stereo unspecified)	-2	4	2	12	9	32	5	25*	4
O=C1C2C3C=CC(C3)C2C(=O)N1Nc1c(Cl)cc(Cl)cc1Cl (stereo unspecified)	2	-3	7	-3	0	14	-20	-3	2
CCSc1nc2ccccc2n1CC(=O)N1CCCCC1	7	1	3	3	4	-8	2	4	4
CCOc1cc(N2CCOCC2)c(OCC)cc1NC(=O)c1ccc(C)cc1	7	1	3	-2	-3	6	6	0	3
Cc1ccc(OC(C)C(=O)Nc2ccccc2C(=O)N2CCOCC2)cc1 (stereo unspecified)	7	-4	0	8	1	-10	18	0	7
CC1=C(C(=O)OC(C)(C)C)C(c2cccs2)NC(=O)N1 (stereo unspecified)	-5	2	9	12	2	-2	-29	6	11
Cc1ccc(OCCn2cc(Br)c(=O)[nH]c2=O)cc1	13	0	4	-2	2	-1	10	-1	6
CCOC(=O)c1ccccc1NS(=O)(=O)c1ccc(C)cc1	-17	-2	12	3	0	-14	11	5	5
COc1ccc(/C(C)=N/OCC(=O)N=Nc2c(O)[nH]c3ccc(Br)cc23)cc1	1	-1	-1	-9	3	14	-20	0	-5
Cc1ccc(S(=O)(=O)N2CCC(C(=O)N3Cc4ccccc4C3)CC2)cc1	3	0	-1	-2	-5	-10	11	0	2
c1ccc(C2Nc3cccc4cccc(c34)N2)cc1	1	-4	5	8	0	26	-14	8	11
CCCN1CCN(CCCNC(=O)CN2C(=O)c3cccnc3Oc3ccc(Cl)cc32)CC1	2	1	1	8	5	-1	8	5	8
Cn1c(=N)n(CC(=O)C(C)(C)C)c2ccccc21	0	-2	4	-6	2	6	5	6	2
COc1cc(OC)c(NC(=O)C2CCN(S(=O)(=O)c3ccc4c(c3)CC(C)N4C(C)=O)CC2)cc1Cl (stereo unspecified)	6	0	1	1	2	-1	-9	5	6
CC1=Nc2ncnn2C(c2ccccc2)/C1=N\O (stereo unspecified)	11	0	1	5	5	14	15	4	7
CC1Cc2ccccc2N1C(=O)CSc1nnc(-c2ccc(S(=O)(=O)N3CCCC3)cc2)o1 (stereo unspecified)	14	2	5	-2	3	3	-1	-1	-1
Cc1cc(C)c(S(=O)(=O)n2c([N+](=O)[O-])cnc2C)cc1C	13	4	-1	3	4	-9	-1	1	4
COC(=O)COc1ccc2oc(=O)cc(-c3cc4cccc(OC)c4o3)c2c1	-4	3	8	7	4	0	-1	3	3
Cc1cc(C(=O)N/N=C/c2ccc[nH]2)no1	5	4	5	3	1	-8	3	0	0
CCN1C(=NCCc2ccc([N+](=O)[O-])cc2)N[C@@H](c2ccccc2)[C@H](C(=O)OC)[C@H]1C	.	.	-5	4	.	24	.	-2	1
CN(C)CCCC1(O)c2ccccc2CCc2ccccc21	4	-1	6	-7	3	5	2	4	-10
Cn1cnc2c(oc3ccccc32)c1=O	-4	-2	2	1	0	2	-4	-3	-1
C=CCOC1=CS(=O)(=O)N(Cc2ccc(Br)cc2)c2ccc(Br)cc21	.	.	-1	-1	.	.	.	2	2

# Arranged by value in pPAFAH inh (ascending): 3 from the list above
mol,pPAFAH inh
CCCCN(C)CCN1C(=O)C2C(C(=O)Nc3ccc(C)cc3)C3C=CC2(O3)C1C(=O)NC1CCCCC1 (stereo unspecified),-2
CCSc1nc2ccccc2n1CC(=O)N1CCCCC1,4
CCCN1CCN(CCCNC(=O)CN2C(=O)c3cccnc3Oc3ccc(Cl)cc32)CC1,5
